Screening data from PubChem BioAssay.
Nrf2 activator – activates Nrf2 signaling | AREc32 ARE-luciferase reporter (MCF7-derived line), luminescence, 24 h | Potency, µM (highest dose often 46.1 µM), for the others: top-dose activation, hits mostly activators | actives 0.31% (n = 410,000) | AID 624171; also: potency is read from the fitted curve at half-maximal effect; % of control where 0% means no effect; nearly all actives have a fitted effect of over 65% in size
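Nrf2 activation is followed as ARE-luciferase induction in the AREc32 line after one day of compound treatment; luminescence is read with Steady-Glo.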
pAkt inh – inhibitors of Akt phosphorylation; Neuro2A IGF-stimulated pAkt S473 HTRF, 20 min; active compounds read low; activity change, % for hits at 50 µM; actives 0.32% (n = 360,000); in the data active = activity change below about -80%; inconclusive = mostly about -51% to -80%; also: % is scaled to controls: 0 for no effect and ±100 for the full control effect
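Neuro2A cells (4,500/well, DMEM with 0.5% FBS) were treated with compound at a single 50 µM final concentration, stimulated with 6 nM IGF for 20 min at 37 °C, and lysed. Phospho-Akt Ser473 was read by HTRF as 665/615 ratio ×10^4.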
Mm-Cpn inhibitor – M. maripaludis TRiC chaperonin inhibition. Potency, µM (doses to about 76.9 µM), inactives show at the top dose activity, negative = inhibition, most hits filed as inhibitors. AID 504842. actives 0.031% (n = 330,000). purified Mm-Cpn ATPase, ADP Transcreener TR-FRET; also: potency is read from the fitted curve at half-maximal effect; % is scaled to controls: 0 for no effect and ±100 for the full control effect; nearly all actives have a fitted effect of over 80% in size
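ATP (10 uM final) was added to archaeal chaperonin (25 nM final) after 10 min exposure to test compound at 37°C; after 30 min further incubation, ADP was detected by competitive TR-FRET.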
EPAC2 agonist – agonists of human EPAC2 (RAPGEF4) | AID 720711 | EPAC2 activation, biochemical qHTS; response scale: 100% = 6.5 mM cAMP response | Q8WZA2 | actives 0.079% (n = 360,000) | Potency, µM (highest dose often 154 µM), without a hit: at the top dose activation, hits mostly activators; also: potency is read from the fitted curve at half-maximal effect; nearly all actives have a fitted effect of over 50% in size
Target sequence (Q8WZA2 whole entry, looked up): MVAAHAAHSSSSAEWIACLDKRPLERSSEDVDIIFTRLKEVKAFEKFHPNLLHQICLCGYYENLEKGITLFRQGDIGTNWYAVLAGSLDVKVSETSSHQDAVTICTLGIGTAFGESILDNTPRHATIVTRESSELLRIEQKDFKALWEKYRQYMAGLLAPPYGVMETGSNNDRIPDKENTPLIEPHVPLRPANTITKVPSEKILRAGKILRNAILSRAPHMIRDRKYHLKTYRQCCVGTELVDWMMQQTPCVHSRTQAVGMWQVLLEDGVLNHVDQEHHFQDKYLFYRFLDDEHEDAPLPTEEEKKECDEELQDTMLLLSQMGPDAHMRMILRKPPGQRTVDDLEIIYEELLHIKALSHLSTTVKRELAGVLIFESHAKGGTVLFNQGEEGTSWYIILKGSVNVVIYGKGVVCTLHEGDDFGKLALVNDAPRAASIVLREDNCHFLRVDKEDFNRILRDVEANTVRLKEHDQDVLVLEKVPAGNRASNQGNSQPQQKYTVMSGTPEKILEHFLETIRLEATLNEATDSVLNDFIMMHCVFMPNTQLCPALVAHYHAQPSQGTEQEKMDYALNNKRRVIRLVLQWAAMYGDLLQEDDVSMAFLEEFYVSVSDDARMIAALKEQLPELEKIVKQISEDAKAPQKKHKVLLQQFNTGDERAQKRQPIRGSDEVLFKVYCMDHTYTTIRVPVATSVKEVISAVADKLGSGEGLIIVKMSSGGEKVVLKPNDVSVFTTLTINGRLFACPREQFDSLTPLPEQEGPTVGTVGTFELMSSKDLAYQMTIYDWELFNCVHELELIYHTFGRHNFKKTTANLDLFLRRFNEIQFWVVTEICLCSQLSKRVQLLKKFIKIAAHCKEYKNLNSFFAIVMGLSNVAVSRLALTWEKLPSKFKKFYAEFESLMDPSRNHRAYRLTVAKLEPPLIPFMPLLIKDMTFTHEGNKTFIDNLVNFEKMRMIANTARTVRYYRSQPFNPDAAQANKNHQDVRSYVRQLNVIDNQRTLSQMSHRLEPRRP
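EPAC2 (100 nM) mixed with Rap1B loaded with BODIPY-GDP (250 nM) plus 50 uM unlabeled GDP; compounds pinned in, 5 min RT, then read every 5 min for 30 min (ex 480, em 540 nm). Normalized to cAMP control.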
Nrf2 block – inhibitors of Nrf2 signaling; A549 ARE-Fluc reporter, luciferase luminescence, 18-24 h; Potency, µM (series often up to 46 µM), for the others: top-dose activity change, negative = inhibition, actives largely listed as inhibitors; actives 2.1% (n = 360,000); also: potency is read from the fitted curve at half-maximal effect; % is scaled to controls: 0 for no effect and ±100 for the full control effect; nearly all actives have a fitted effect of over 60% in size
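Nrf2 activity is the BugLite luminescence, read 15 min after reagent at room temperature, following CellTiter-Fluor cytotoxicity readout (30 min, 37C). Compound titrations were applied for 18-24 h to 5000 A549 ARE_Fluc cells/well in 5% FBS OPTI-MEM.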
EPAC2 antag – blocks human EPAC2 exchange factor. Q8WZA2. EPAC2 GEF exchange of Rap1B-BODIPY-GDP, fluorescence. Potency, µM (series often up to 114 µM), for the others: at the top dose activity, negative = inhibition, hits mostly inhibitors. actives 0.18% (n = 360,000). AID 720708; also: potency is read from the fitted curve at half-maximal effect; % is scaled to controls: 0 for no effect and ±100 for the full control effect; nearly all actives have a fitted effect of over 45% in size; many of its hits are not listed in these tables
A549 viability – counter-screen for Nrf2 inhibitors: cytotoxicity in A549 cells. A549 ARE-Fluc cells, CellTiter-Fluor viability, 18-24 h. Potency, µM (top dose mostly 46 µM), without a hit: top-dose activity change, negative = cytotoxicity, usual class: inhibitors. actives 0.16% (n = 390,000). AID 504648; also: potency is read from the fitted curve at half-maximal effect; % is scaled to controls: 0 for no effect and ±100 for the full control effect
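A549 ARE-Fluc cells in 5% FBS OPTI-MEM, 5000 cells/well, rested 2 h then exposed to compounds in concentration-response for 18-24 h at 37 °C. Viability by CellTiter-Fluor fluorescence (Ex 405/Em 525) after 30 min; luciferase luminescence (BugLite, 15 min, RT) read afterwards.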
CCT chaperon mod – changes cytosolic chaperonin activity; actives 0.3% (n = 360,000); activity change, % (test concentration not listed), hits read low; purified chaperonin ATPase assay, HTRF ADP detection, 30 min; in the data active = activity change below about -30%; also: % is scaled to controls: 0 for no effect and ±100 for the full control effect
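We incubate TRiC, 40 or 20 nM final, with library compounds at 76 uM and 10 uM ATP for 30 min at 37 °C. ADP formed is detected with Transcreener HTRF reagents after 30 min at room temperature.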
TGFb inhibitor – blocks TGF-b signaling. Potency, µM (titrated, usually from 46.1 µM), inactives show at the highest dose activity, negative = inhibition, actives largely listed as inhibitors. actives 1.2% (n = 410,000). HepG2 CAGA-GFP TGF-b/SMAD3 reporter, GFP fluorescence, 18 h; TGF-beta stimulated, 500 pg/mL final; also: potency is read from the fitted curve at half-maximal effect; % is scaled to controls: 0 for no effect and ±100 for the full control effect; nearly all actives have a fitted effect of over 65% in size
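GFP signal (ex488/em500-530) from TGF-beta-stimulated HEPG2 CAGA-GFP cells, 500 pg/mL final, 18 h at 37 degrees C in DMEM plus 1% FBS, normalized to unstimulated and DMSO-stimulated controls.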
Numbers without * were called inactive; i = inactive; ? = inconclusive; · = no result given; & = joins results of further samples; [ ] = another dose, or the depositor's remark. Unless noted, calls follow the shape of the dose curve; as a rule, active = well fitted curve in the direction sought with a large enough effect; inconclusive = small, poorly fitted or top-dose-only effect, or another doubt; inactive = no such curve, though single readings can be large; an effect the other way counts as inactive or inconclusive. An excerpt. The share of hits here may be higher or lower than overall.

Sequence of screens – Nrf2 activator, pAkt inh, Mm-Cpn inhibitor, EPAC2 agonist, Nrf2 block, EPAC2 antag, A549 viability, CCT chaperon mod, TGFb inhibitor
COCCNC(=S)c1ccc(OC)cc1
 : -0.5%, i, -1%, 20%, ·, 14%, 5%, 0.5, -14%
COc1ccc(N(CC(=O)NC2CCCC2)C(=O)c2ccc(C)s2)c(OC)c1
 : 0.5%, i, -1%, -6%, -3%, -4%, 2%, 1.3, -12%
CCCn1c(N)c(N(CCOC)C(=O)c2ccc(Cl)c([N+](=O)[O-])c2)c(=O)[nH]c1=O
 : 14%, i, 2%, 3%, -2%, 8%, 0%, 1.2, 4%
CN(C)CCCN1C(=O)c2cccc3c([N+](=O)[O-])ccc(c23)C1=O
 : -3.7%, i, -5%, 5%, -20%, 1%, 0%, -2.2, ?
Cc1ccc(NC(=O)c2nc[nH]c2C(=O)N[C@@H](CCCCNC(=O)OC(C)(C)C)C(=O)OC(C)(C)C)cc1
 : -2.7%, i, -2%, -12%, ?, -22%, ?, -1.2, ?
COc1cc(C(=O)NN(CCC#N)C2=NS(=O)(=O)c3ccccc32)cc(OC)c1OC
 : -0.6%, i, 5%, 6%, -8%, 4%, -7%, -5.0, -3%
COc1ccc(NC(=O)c2cc(S(=O)(=O)N3CCOCC3)ccc2C)cc1S(=O)(=O)N1CCCCC1
 : -0.4%, i, ·, 12%, -14%, -16%, 8%, -2.8, -18%
Cc1cc(C)n(-c2ccc(C(F)(F)F)cc2[N+](=O)[O-])n1
 : -0.1%, i, -1%, -2%, ?, 2%, 1%, -1.1, 5%
COc1ccc(S(=O)(=O)N2CCOCC2)cc1NC(=O)COc1ncnc2ccccc12
 : 2.2%, i, 2%, 7%, 13%, 0%, 4%, 0.7, 5%
C[n+]1ccccc1/C=C/c1c(F)cccc1F
 : -0.6%, i, 3%, -1%, 2.6µM*, 11%, ?, -2.6, ?

Not a retest: an excerpt of the list.
Sequence of screens – Nrf2 activator, pAkt inh, Mm-Cpn inhibitor, EPAC2 agonist, Nrf2 block, EPAC2 antag, A549 viability, CCT chaperon mod, TGFb inhibitor
Cc1ccc(NC(=O)c2nc[nH]c2C(=O)N[C@@H](CCCCNC(=O)OC(C)(C)C)C(=O)OC(C)(C)C)cc1
 : -2.7%, i, -2%, -12%, ?, -22%, ?, -1.2, ?
COc1cc(C(=O)NN(CCC#N)C2=NS(=O)(=O)c3ccccc32)cc(OC)c1OC
 : -0.6%, i, 5%, 6%, -8%, 4%, -7%, -5.0, -3%

Going on with the list.
Sequence of screens – Nrf2 activator, pAkt inh, Mm-Cpn inhibitor, EPAC2 agonist, Nrf2 block, EPAC2 antag, A549 viability, CCT chaperon mod, TGFb inhibitor
CC(=O)NC(=S)Nc1ccc2oc(-c3cc(F)c(F)cc3Cl)nc2c1
 : 0.5%, i, -1%, -6%, ?, -15%, 4%, 0.8, 2%
O=S(=O)(c1cccc(-c2n[nH]c(=S)n2C2CCCC2)c1)N1CCOCC1
 : 0.3%, i, -3%, 0%, ?, -3%, 4%, -0.1, 5%
CCN(C1CCCCC1)S(=O)(=O)c1ccc(S(=O)(=O)N2CCN(CCC#N)CC2)cc1
 : -0.9%, i, -1%, 10%, -14%, -12%, 12%, -2.0, -5%
COc1ccc(C(=O)COC(=O)c2n[nH]c3ccccc23)c(OC)c1
 : 8.5%, i, -23%, -2%, ?, -3%, -5%, -11, ?
C/C(=N\Nc1nc2ccccc2c(=O)n1O)c1ccco1
 : 18%, i, 1%, 11%, ?, 1%, -10%, -0.8, 31%
Cc1ccc(S(=O)(=O)N2CCC(=O)CC2c2ccccc2)cc1 (stereo not given)
 : 0.3%, i, ·, 0%, 0%, ?, 12%, -5.6, 1%
CN(Cc1nc2ccccc2c(=O)[nH]1)C(=O)c1cc(C2CC2)nn1-c1ccccc1
 : 0.1%, i, 2%, 2%, 7%, -10%, 1%, 0.6, -22%
COc1ccc(C)cc1NC(=O)NCc1ccco1
 : -0.5%, i, 2%, 17%, -10%, 5%, -1%, -1.1, 4%
O=C(C1=C[C@@H](c2csc3ccccc23)C[C@@H](OCCCCO)O1)N1CCN(Cc2ccc3c(c2)OCO3)CC1
 : 7.4%, i, ·, 15%, -15%, 15%, 3%, 0.9, -22%
[O-]/C(=C(\C(=S)Nc1cccc2ccccc12)[n+]1ccccc1)c1ccc(OC(F)F)cc1
 : 5.3%, i, 0%, 3%, 7%, -4%, 3%, -0.9, 0%
CCCSc1nnc(NC(=O)Cc2ccc(OC)c(OC)c2)s1
 : 2.9%, i, -2%, 0%, -28%, 8%, -4%, 2.3, 11%
CN1CCC(N(C)C(=O)COc2ccccc2Cl)CC1
 : 0.1%, i, 2%, 7%, 13%, -2%, 2%, -0.5, ?
COc1ccc(N(C(=O)c2snc(C(N)=O)c2N)C(C(=O)NC2CCCC2)c2cc(OC)ccc2OC)cc1 (stereo not given)
 : -0.7%, i, -17%, 17%, ?, -8%, -2%, -4.4, 5%
Cc1ccc(S(=O)(=O)NN2C(=O)c3ccccc3NC2c2ccccc2F)cc1 (stereo not given)
 : 0.2%, i, 0%, 3%, ?, -4%, -4%, 0.9, -1%
CCC(=O)N1CCc2cc(Br)cc(S(=O)(=O)N(CC)Cc3ccccc3)c21
 : -0.8%, ·, ·, ·, 2%[9.27 µM], ·, 2%, ·, ?
CC(C)(C)NC(=O)c1c(F)c(F)c(F)c(F)c1F
 : 0.3%, i, 0%, 6%, 2%, 30%, 1%, -1.5, 11%
CCN(CC)c1ccc(C(=O)NNC(=O)CCl)cc1
 : ?, i, 3%, 8%, -4%, -2%, -2%, -2.1, 0%
COC(=O)CSc1nc2cc(OC)ccc2cc1C#N
 : 2.3%, i, -23%, 2%, ?, -1%, -8%, -1.4, -15%
COC(=O)c1ccc(-n2c(CCC(=O)O)ccc2-c2ccccc2)cc1
 : 20%, i, 2%, 11%, -20%, -2%, ?, -3.3, -1%
O=C(O)/C=C/C(=O)Nc1ccc(Oc2ccccc2)cc1
 : 3.7%, i, 1%, 11%, 6%, -5%, -3%, -2.6, -4%
c1c2c(cc3sc(N4CCCCC4)nc13)OCCO2
 : -1.3%, i, 1%, 4%, ·, -9%, 12%, -1.7, -8%
O=C(COC(=O)/C=C/c1ccc(C(F)(F)F)cc1)NC(=O)NCc1ccco1
 : 2.9%, i, -3%, -14%, -5%, -15%, -5%, -0.5, -5%
CCN1C(=NCCCCO)N[C@@H](c2cccc(F)c2)C(C(=O)OC)=C1C
 : 3.4%, i, 1%&0%, 15%, 13%, 5%, -1%, 0.6, -9%
Cc1cc(C(=O)COc2ccccc2Cl)c(C)n1-c1ccc2c(c1)OCO2
 : 1.6%, i, -5%, 4%, ?, 0%, 0%, -2.0, -23%
N#Cc1ccc(-c2csc(NNC(=O)c3ccc(Br)cc3)n2)cc1
 : -0.7%, i, -8%, -8%, ·, 3%, ?, -3.7, ?
O=C(Cn1cc([N+](=O)[O-])cn1)NCc1ccco1
 : -0.7%, i, -6%, 1%, -46%, -10%, 0%, -0.5, -16%
Cc1ccc(N=c2c([N+](=O)[O-])nn(-c3ccc(Cl)cc3)n2O)cc1C
 : 1.0%, i, -3%, 1%, 5%, -1%, 2%, 1.8, -14%
Cc1ccc(C(=O)Nc2nc(COc3ccccc3)cs2)s1
 : 6.2%, i, ·, 24%, ?, -11%, -15%, -1.4, -13%
CC(C)(C)C(=O)Cn1c(=O)n(CCCCCC(=O)NCc2ccccc2Cl)c(=O)c2sccc21
 : 5.3%, ·, ·, ·, ?, ·, -22%, ·, -26%
COc1ccc(C(=O)N/N=C(/C)c2cccc(NC(=O)c3ccccc3F)c2)cc1
 : 0.2%, i, -1%, -1%, 20%, -3%, -10%, -1.4, 12%
COc1ccc(C2=NN(C(=O)CSc3nc(=O)n4cccc(C)c4n3)C(c3ccc(C)cc3)C2)cc1 (stereo not given)
 : 6.0%, i, -2%, 6%, ?, 13%, 0%, 2.1, -2%
Cc1nnc(N(Cc2ccco2)C(=O)c2ccc(C#N)cc2)s1
 : -0.6%, i, 1%, 14%, ·, 12%, 2%, -1.1, 0%
Cc1ccc(CSc2nnc(-c3cnccn3)n2C)cc1
 : 0.4%, i, -3%, 4%, -6%, -4%, 1%, 0.4, 9%
COc1cc(NC(=O)c2cc3ccccc3o2)ccc1NC(=O)c1ccco1
 : 0.3%, i, -1%, 0%, ?, 10%, -10%, -5.0, 8%
C=CCNC(=S)N/N=C(\C)c1cc(OC)c(OC)c(OC)c1
 : 4.3%, i, 0%, -2%, ?, -8%, 11%, -3.3, ?
CCN(CC)CCN1C(=O)C(O)=C(C(=O)c2cc3ccccc3o2)C1c1cccnc1 (stereo not given)
 : 0.3%, i, -5%, 4%, -11%, 9%, -12%, -2.2, -2%
Cc1ccc(OCCn2ccc(=O)[nH]c2=O)cc1C
 : 2.3%, i, 1%, 3%, 3%, 3%, ·, -0.2, 15%
Cc1ccc2nc(SCC(=O)Nc3cccc4ccccc34)nc(=O)n2c1
 : 3.5%, i, 2%, 9%, -3%, -4%, 7%, 0.8, 12%
O=C(Nc1nc(-c2cccnc2)cs1)c1ccccc1F
 : 4.6%, i, -2%, 9%, ?, 8%, -9%, -1.9, 2%
COC(=O)c1ccc(Cn2c(O)c(N=NC(N)=S)c3ccccc32)o1
 : 3.5%, i, -3%, 8%, -16%, 3%, -14%, 0.7, ?
COc1ccc(-c2coc3cc(O)c(OC)cc3c2=O)cc1
 : 4.8%, i, -3%, 11%, -10%, 5%, -2%, -0.6, 3%
O=C(Nc1ccc(Cl)cc1)Nc1ccc(S(=O)(=O)Nc2ncccn2)cc1
 : 0.1%, i, 3%, 7%, 18%, -6%, 1%, -0.5, 8%
CCc1ccccc1N1CC(c2nc3ccccc3n2CCCOc2ccc(Cl)cc2)CC1=O (stereo not given)
 : 2.7%, ·, ·, ·, ?, ·, ?, ·, -2%
